Bioassay records as filed in PubChem.
5HT1a antag = human 5-HT1a receptor antagonists, primary screen, cell-based, CHO, Ga15 NFAT-bla reporter; actives 0.68% (n = 62,000); 5-hydroxytryptamine receptor 1A (Homo sapiens), P08908; inhibition, % at 10 µM; CHO 5-HT1a Ga15 NFAT-bla reporter, antagonist mode; AID 612, 2007;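 active = inhibition above the mean of all tested compounds plus 3 SD, cut at about 43% in these data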;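 also: receptor stimulated by 5-CT agonist at 100 nM near EC80; beta-lactamase reporter measured by ratiometric fluorescence of a cleavable substrate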
TNAP act mid DEA = human TNAP enzyme activators, primary screen, biochemical, luminescent, intermediate phosphate acceptor level. Alkaline phosphatase, tissue-nonspecific isozyme (Homo sapiens), P05186. purified TNAP, CDP-star luminescence, 100 mM DEA, 30 min; active compounds read high; scale: 0 levamisole-inhibited, 1 vehicle-only enzyme. activation factor at 20 µM. 64,000 tested, under 10 active. AID 813, 2007;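 active = activation factor of at least 2 at 20 µM, relative to controls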
MMP-13 inhibitor = human MMP13 inhibitors, primary screen, biochemical, FRET peptide cleavage. Collagenase 3 (Homo sapiens), P45452. MMP-13 fTHP FRET cleavage, Mca fluorescence. inhibition, % at 4 µM. actives 0.07% (n = 65,000). AID 570, 2006;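 active = inhibition above the mean of compound-free control plate wells plus 3 SD, cut at about 14% in these data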;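 also: 0% = DMSO wells and 100% = wells with reference MMP-13 inhibitor after basal subtraction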
RORa activator = activators of orphan receptor RORA, primary screen, cell-based, luminescence; CHO-K1 Gal4-RORA LBD luciferase reporter; percent increase over mock-subtracted basal signal; actives 1.5% (n = 65,000); Nuclear receptor ROR-alpha (Homo sapiens), P35398; AID 560, 2006; activation, % at 10 µM;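 active = activation above the mean of all tested compounds plus 3 SD, cut at about 49% in these data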;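 also: 0% = DMSO-treated RORA cells and 100% = added signal equal to DMSO minus mock-transfected cells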
Target sequence (P35398 whole entry, looked up, the tested form may be a part): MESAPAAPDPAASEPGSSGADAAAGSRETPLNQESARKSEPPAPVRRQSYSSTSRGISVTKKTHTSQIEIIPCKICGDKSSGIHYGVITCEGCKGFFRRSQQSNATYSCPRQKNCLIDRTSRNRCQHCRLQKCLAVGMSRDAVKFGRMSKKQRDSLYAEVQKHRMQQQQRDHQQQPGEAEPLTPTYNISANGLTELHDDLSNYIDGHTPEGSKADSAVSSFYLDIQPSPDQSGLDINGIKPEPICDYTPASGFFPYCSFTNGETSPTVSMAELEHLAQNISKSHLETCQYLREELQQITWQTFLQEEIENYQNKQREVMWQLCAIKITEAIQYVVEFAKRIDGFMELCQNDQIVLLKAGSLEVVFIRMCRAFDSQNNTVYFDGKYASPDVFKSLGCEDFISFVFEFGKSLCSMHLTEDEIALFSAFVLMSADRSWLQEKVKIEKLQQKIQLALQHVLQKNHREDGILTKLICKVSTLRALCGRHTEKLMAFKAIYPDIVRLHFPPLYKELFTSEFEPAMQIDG
HTR1A agonist = human 5-HT1a receptor agonists, primary screen, cell-based, CHO, Ga15 NFAT-bla reporter. 5-hydroxytryptamine receptor 1A (Homo sapiens), P08908. activation, % at 10 µM. AID 567, 2006. actives 0.56% (n = 65,000). CHO 5-HT1a Ga15 NFAT-bla reporter, FRET ratio; 0% basal, 100% maximal reference agonist;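 active = activation above the screen-wide mean activation plus 3 SD, cut at about 19% in these data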;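 also: 0% = DMSO wells and 100% = 5-CT at EC100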
NADH enzymes = inhibitors of PK/LDH coupling enzymes, profiling panel, artefact control, biochemical, MLSMR library; IC50, µM (highest dose often 10 µM), inactives show at the highest dose inhibition; coupled PK/LDH NADH assays, four targets; actives 0.02% (n = 65,000);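 active = single-dose screening hits from any of four coupled enzyme assays that gave an IC50 when retested across doses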;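 also: the DPM-DC format reads NADH fluorescence rather than 340 nm absorbance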
Autofluor 339 = intrinsic fluorescence of library compounds, ex339/em460 – biochemical, MLSMR library, data from DPM-DC assay, artefact control, profiling panel | compound autofluorescence, ex339/em460 nm, NADH buffer; active compounds read high; 1 = no-compound wells, NADH background | fluorescence fold increase at 10 µM | actives 5.5% (n = 65,000);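 active = at 10 µM, mean starting fluorescence two-fold or more over control wells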;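 also: signal is the first read of a kinetic run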
SF-1 act = activators of human SF-1, primary screen, cell-based, CHO-K1, Gal4-SF-1 LBD, luciferase luminescence | Steroidogenic factor 1 (Homo sapiens), Q13285 | CHO-K1 Gal4-SF-1 LBD luciferase reporter; % increase over DMSO SF-1-specific signal | activation, % at 10 µM | actives 1.9% (n = 65,000) | AID 522, 2006;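 active = activation above the mean activation of all tested compounds plus 3 SD, cut at about 50% in these data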
Target sequence (Q13285 whole entry, looked up, the tested form may be a part): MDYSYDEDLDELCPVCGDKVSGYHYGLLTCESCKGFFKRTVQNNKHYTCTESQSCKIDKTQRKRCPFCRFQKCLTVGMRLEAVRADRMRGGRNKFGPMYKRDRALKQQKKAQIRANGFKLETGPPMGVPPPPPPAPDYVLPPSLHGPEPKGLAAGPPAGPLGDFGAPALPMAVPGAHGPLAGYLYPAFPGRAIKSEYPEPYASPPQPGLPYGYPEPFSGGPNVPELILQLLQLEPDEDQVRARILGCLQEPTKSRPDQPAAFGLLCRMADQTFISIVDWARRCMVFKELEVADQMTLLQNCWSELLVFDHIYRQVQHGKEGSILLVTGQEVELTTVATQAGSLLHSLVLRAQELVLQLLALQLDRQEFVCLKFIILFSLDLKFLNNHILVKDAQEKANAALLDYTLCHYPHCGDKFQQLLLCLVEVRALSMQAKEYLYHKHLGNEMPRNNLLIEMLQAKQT
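material = CHO-K1 cells with Gal4–hSF-1 LBD chimera plus Gal4-driven luciferase | compound = 10 µM single point, 1% DMSO | incubation = 20 h compound exposure at 37 °C after 1 h cell settling | measured by = SteadyLite luciferase luminescence | evaluation = percent activation relative to DMSO median and mock-transfected background | control set = DMSO negative control and −SF1 background wells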
A340 absorber = compound light absorbance at 340 nm, profiling panel, artefact control, biochemical, MLSMR library, data from PS, PMK, MK assays | compound absorbance at 340 nm, fold over control | fold change at 10 µM | 65,000 tested, under 10 active;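 active = at 10 µM dose, initial 340 nm absorbance at least 2 fold that of control wells; inactive = change under 2 fold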;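 also: initial absorbance extrapolated from kinetic A340 decline of NADH oxidation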
The depositor's hits bear a star; / = not tested or not shown; [ ] = remark or other dose.

Value order: 5HT1a antag	TNAP act mid DEA	MMP-13 inhibitor	RORa activator	HTR1A agonist	NADH enzymes	Autofluor 339	SF-1 act	A340 absorber
CN1CCN(C(=O)c2cc3c(ccc4ccccc43)oc2=O)CC1
 : -2	1	-227[fluorescence artefact?]	13	1.0	9%[fluoresces]	3.9*	28	1
CCOc1nc(-c2ccccc2)ccc1-c1noc(-c2cccnc2)n1
 : -4	0.9	2	-6	0.5	3%[fluoresces]	1.9	-11	1
Cc1nn(Cc2ccccc2)c(C)c1NC(=O)c1cc(-c2cccs2)on1
 : 2	1	5	7	-0.9	6%	1.1	1	0.97
C=C(c1ccc(O)cc1)c1ccc(O)cc1
 : 10	0.9	-7	-8	1.3	3%	1.1	-15	0.98
Cc1ccccc1OCC(=O)NCCN(C)C
 : 1	0.9	4	-15	-2.0	10%	1	-4	1
COc1ccc(CCNC(=O)CCn2c(=O)[nH]c3cc(OC)c(OC)cc3c2=O)cc1OC
 : 10	1	-3	14	-2.2	5%	1.1	-8	1.1
O=c1[nH]cnc2c1oc1ccccc12
 : 7	1	-6	14	-1.7	7%	1.1	41	1
CC1CC(C)CN(C(=O)CSc2nnc(-c3ccc(Cl)s3)o2)C1 (configuration not stated)
 : 8	0.9	-7	10	0.6	13%	1.1	-5	1
O=C(CN1C(=O)CCS(=O)(=O)c2ccccc21)Nc1cccc(Cl)c1
 : -8	0.9	0	-6	-5.9	10%	1.2	-14	1
O=C(CSc1ncc(-c2ccc(F)cc2)[nH]1)NCc1ccco1
 : 8	1	2	0	-2.2	10%	1.1	7	1

Single values from the results shown:
In TNAP act mid DEA, `COc1ccc(CCNC(=O)CCn2c(=O)[nH]c3cc(OC)c(OC)cc3c2=O)cc1OC` reads 1
In RORa activator, `Cc1ccccc1OCC(=O)NCCN(C)C` reads -15

Further structures
Value order: 5HT1a antag	TNAP act mid DEA	MMP-13 inhibitor	RORa activator	HTR1A agonist	NADH enzymes	Autofluor 339	SF-1 act	A340 absorber
CNC(=O)Cn1nc(C)c2ccccc2c1=O
 : 1	1	2	0	-0.7	8%	1.1	7	0.99
Cc1ccc(-n2ncc3c(=O)n(CC(=O)NC4CCCC4)cnc32)cc1C
 : -7	1	-3	-2	-3.6	5%	1.1	8	0.97
N=c1c2c3c(sc2ncn1CCN1CCOCC1)CCCCC3
 : 8	1	-8	14	-0.4	2%	1.1	-14	1
O=C(CSc1nnc(-c2ccc(F)cc2)o1)c1ccc2c(c1)OCCO2
 : 5	0.9	-10	2	-2.1	4%	1	0	1.1
Cc1cc(NC(=O)c2noc3c2CCCC3)nn1Cc1ccc(Cl)cc1
 : 0	0.9	4	5	-0.2	7%	1.1	-22	0.99
CCC(C)(C)n1nnnc1C(c1cc2ccc(OC)cc2[nH]c1=O)N1CCc2ccccc21 (configuration not stated)
 : -2	0.9	3	33	-0.1	5%	1.1	-10	1.1
CCn1c(SCC(=O)Nc2ccccc2C(=O)OC)nc2c1c(=O)n(C)c(=O)n2C
 : 4	1	5	-15	0.8	3%	1.1	-16	1
N/C(CC(=O)Nc1cccc(C(F)(F)F)c1)=N/O
 : 0	0.9	4	-10	-0.4	8%	1.1	0	1
CC(C)Cc1nc(N2CCN(C(=O)c3ccco3)CC2)c(C#N)c2c1CCC2
 : /	0.9	-110[fluorescence artefact?]	12	5.6	5%	1.7	1	1
Cn1c(SCC(=O)N2CCCCC2)nc2cccnc21
 : 9	0.9	2	-1	-4.5	7%	1.1	10	0.99
C=CCNC(=O)c1ccc(Cl)cc1Cl
 : 0	0.9	4	0	-0.4	2%	1	-4	0.99
Cn1c(=O)c2c(nc(CN3CCN(c4ccccc4)CC3)n2CCN2CCOCC2)n(C)c1=O
 : 1	0.9	-1	-6	0.0	4%	1.1	-6	1
O=c1cc(N2CCc3ccccc3C2)[nH]c(=O)n1-c1ccc(Cl)cc1
 : 6	1	1	4	1.4	7%	1.1	5	1
CCCCc1nc2ccccc2n2cc3c(=O)n(C)c(=O)n(C)c3c12
 : 0	0.9	-4	1	-0.4	2%	1.4	-8	0.99
O=C(COC(=O)c1ccccn1)Nc1cccc(Cl)c1
 : 4	1	-2	4	-1.1	5%	1.1	5	1
Cc1cccc(C)c1NC(=O)CC(NCc1ccco1)C(=O)O (configuration not stated)
 : 5	0.8	6	13	-4.0	10%	0.98	-6	0.97
COc1ccccc1NC(=O)CSc1nnc(Cc2ccccc2)o1
 : -2	0.9	5	-10	-1.2	2%	1	4	1
COc1cc(NC(=O)CCN2CCN(c3ccccc3F)CC2)cc(OC)c1
 : 13	0.9	4	-23	-2.5	7%	1.1	-12	1
COc1ccc(CCNc2ncnc3[nH]ncc23)cc1OC
 : -13	1.4	-1	-8	0.9	6%	1	0	0.98
Cc1cccc(-c2nnc3n2N=C(c2ccccc2Br)CS3)c1
 : 16	1	1	-22	-5.4	4%	1.1	-24	1.1
COCCCNC(=O)C(C#N)c1nc2ccccc2nc1N1CCN(Cc2ccccc2)CC1 (configuration not stated)
 : /	0.8	-5	4	3.1	2%	1.1	-12	0.94
O=C(CCN1CCCCC1)Nn1c(=S)[nH]c2ccccc2c1=O
 : 3	1	7	-7	-4.5	5%	1	0	1.1
Cc1ccc(N2CCN(C(=O)C3CCN(S(=O)(=O)c4cccc5nsnc45)CC3)CC2C)cc1 (configuration not stated)
 : 17	0.9	4	18	-1.2	8%	1.1	-11	1
COC(=O)Cc1ccc2c3ccccc3n(C)c2c1
 : /	0.8	/	/	/	4%	1.2	/	1.1
O=C(NCC1CCCO1)c1ccc2c(c1)C(=O)N(C1CCCCC1)C2=O (configuration not stated)
 : -22	0.9	-7	1	-0.9	7%	1.1	7	1
CCSc1nnc(NC(=O)c2nc(-c3ccccc3)n(-c3ccccc3)n2)s1
 : 2	0.9	2	-17	0.5	12%	1.1	2	1.1
CC(OC(=O)C1CCN(S(=O)(=O)c2ccccc2)CC1)C(=O)Nc1ncc(Cl)cc1Cl (configuration not stated)
 : 2	1	2	-2	-1.0	6%	1.1	-4	1
CC(C)(C)NCc1cccn1-c1sc2c(c1C#N)CCCC2
 : 18	1	-3	16	-0.3	16%	1.1	9	1.1
N#Cc1cccc(NC(=O)CSc2ccccc2)c1
 : 5	1	3	1	-1.4	1%	1.1	-2	1.1
O=C(NCCc1ccccn1)c1n[nH]c(=O)c2ccccc12
 : 7	1	3	-6	-2.8	3%	1.1	-8	1
COc1ccc2[nH]c(C(=O)O)c(CCC(=O)O)c2c1
 : 4	1	-38	-13	-3.8	10%	2.5*	10	1.1
Cc1cc(NC(=O)CSc2nnc(-c3ccc(Cl)s3)o2)no1
 : 12	1	3	10	-3.5	1%	1.2	3	1
CCSc1ccccc1C(=O)Nc1nncs1
 : 8	1	7	-1	-2.2	7%	1.1	5	1.1
CCCNC(=O)c1cccc(Cn2nc(C)c(Br)c2C)c1
 : 2	1	1	-5	-0.7	4%	1.1	-16	0.99
CCCCSc1nnc([C@H](C)NC(=O)OC(C)(C)C)o1
 : -7	1	-4	-4	-1.6	2%	1.1	4	1
COc1ccc(S(=O)(=O)N(CC(N)=O)C2CCCCC2)cc1Cl
 : 8	0.9	-1	-24	-2.6	2%	1	9	1.1
COC(=O)c1cc(NC(=O)c2c(Cl)nc3sccn23)cc(C(=O)OC)c1
 : -5	1.1	-8	3	0.2	6%	1.3	-2	1
CCOCCCNC(=O)c1cc2sc(Cl)cc2n1CC
 : -1	0.9	2	-20	-4.9	2%	1	2	0.98
CCC1CCCCN1CCCNC(=O)c1cn(CC(C)C)c(=O)c2cc(OC)c(OC)cc12 (configuration not stated)
 : -13	1	-11	0	0.5	3%	1.1	7	1
CCOC(=O)/C(C(N)=NC(C)C)=C(\O)c1ccccc1
 : 0	0.9	3	-19	-0.5	2%	1.1	1	1
Cc1ccc(-c2nc(CS(=O)(=O)CC(=O)N3CCCCCC3)c(C)o2)cc1
 : 6	1	-3	-7	-1.4	2%	0.95	9	1
COc1ccccc1N(CC(=O)NCc1ccccn1)S(C)(=O)=O
 : 3	0.9	4	7	-1.6	3%	1	3	1
Cn1c(Cn2c(=O)sc3ccccc32)nnc1SCc1cccnc1
 : -6	1	2	-21	-0.2	5%	1.1	10	1.1
CC1CN(C(=O)c2cc3ccccc3oc2=O)CC(C)O1 (configuration not stated)
 : -8	0.9	0	-34	-3.2	6%	0.93	-20	1.1
O=C(CCN1C(=O)c2ccccc2C1=O)Nn1cnnc1
 : -10	0.9	1	-2	-3.0	2%	1.1	2	1
COc1ccc(OC)c(C(=O)c2coc3ccc(OC)cc23)c1
 : 27	0.9	-2	22	2.3	0%	1.1	12	1.1
O=C(NCc1ccccc1)c1n[nH]nc1-c1ccccc1O
 : -10	1	0	-7	-2.4	0%	1.1	10	1
COC(=O)c1cc(-c2ccccc2)n[nH]1
 : 1	0.2	3	4	-2.3	3%	1.1	-18	1
O=C1NC(=O)c2c(NC(=O)C3CCCO3)cccc21 (configuration not stated)
 : 10	1.1	-23	-12	0.0	6%	1.6	1	1.1
COC(=O)COc1ccc(S(=O)(=O)N2CCOCC2)cc1C
 : 4	0.9	4	-10	1.0	5%	1.2	-13	1
